High-throughput results: PubChem, National Center for Advancing Translational Sciences (NCATS)
AmpC detergent = AmpC beta-lactamase inhibition with detergent present | Potency, µM (series often up to 114 µM), without a hit: top-dose activity change, negative = inhibition, usual class: inhibitors | AID 485294 | actives 0.041% (n = 370,000) | AmpC hydrolysis of nitrocefin, absorbance 480 nm, 0.01% Triton;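 note: potency is the fitted concentration of half-maximal effect; 0% = no-compound wells and -100% = no-enzyme wells; nearly all actives have a fitted effect of over 25% in size; some results filed as inactive show a strong effect at the top dose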
Target sequence (P00811 whole entry, looked up): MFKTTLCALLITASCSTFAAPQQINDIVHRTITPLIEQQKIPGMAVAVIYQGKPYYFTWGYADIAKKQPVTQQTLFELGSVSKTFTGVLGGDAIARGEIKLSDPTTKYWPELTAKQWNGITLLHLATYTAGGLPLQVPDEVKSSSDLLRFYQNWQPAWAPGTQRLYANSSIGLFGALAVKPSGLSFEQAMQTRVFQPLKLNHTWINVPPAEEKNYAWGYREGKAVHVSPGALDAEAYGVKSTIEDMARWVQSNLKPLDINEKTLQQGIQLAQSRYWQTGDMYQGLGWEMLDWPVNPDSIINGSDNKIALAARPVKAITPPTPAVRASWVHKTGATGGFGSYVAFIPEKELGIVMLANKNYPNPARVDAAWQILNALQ
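AmpC (5.3 nM in the dispensed reagent) in 20 mM phosphate pH 7.0 with 0.01% (detergent screen) or 0.0001% Triton X-100 was preincubated with compounds for 15 min at room temperature. Nitrocefin was then added from an 800 uM solution, and hydrolysis was followed at 480 nm.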
AMA1-RON2 inh = inhibitors of Plasmodium falciparum AMA1-RON2 interaction. Potency, µM (titrated, usually from 58.2 µM), inactives show at the top dose activity change, negative = inhibition, usual class: inhibitors. actives 0.2% (n = 360,000). AID 720542. AlphaScreen AMA1-biotinylated RON2 peptide binding;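 note: potency is the fitted concentration of half-maximal effect; 0% = vehicle wells and -100% = peptide control; nearly all actives have a fitted effect of over 45% in size; some results filed as inactive show a strong effect at the top dose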
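AMA1 (3D7) with his tag at 25 nM final met compounds first, then biotinylated RON2 peptide at 25 nM; detection used donor plus acceptor beads, 10 µg/mL apiece, read by AlphaScreen after 30 min at room temperature.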
AmpC inh no detg = inhibitors of E. coli AmpC beta-lactamase without detergent; AmpC nitrocefin hydrolysis, absorbance 480 nm, 0.0001% Triton; Potency, µM (series often up to 57.1 µM), without a hit: at the highest dose activity change, negative = inhibition, hits mostly inhibitors; actives 0.52% (n = 330,000); AID 485341;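 note: potency is the fitted concentration of half-maximal effect; plate controls were no compound for no effect and no enzyme for full effect; nearly all actives have a fitted effect of over 20% in size; some results filed as inactive show a strong effect at the top dose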
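20 mM phosphate pH 7.0 + 0.01% (detergent screen) or 0.0001% Triton X-100; 5.3 nM AmpC reagent; cpd preinc 15 min RT; nitrocefin (800 uM stock) to start; A480 q20 s × 4 min; Activity was normalised to no-enzyme and no-compound control wells.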
TbPYK inhibitor = inhibitors of Trypanosoma brucei pyruvate kinase. Potency, µM (doses to about 76.8 µM), for the others: top-dose activity, negative = inhibition, most hits filed as inhibitors. AID 624173. TbPYK enzyme, Kinase-Glo Plus ATP luminescence, 45 min. Q57TT1. actives 0.12% (n = 410,000); note: potency is the fitted concentration of half-maximal effect; nearly all actives have a fitted effect of over 50% in size
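TbPYK + substrate in 50 mM TEA pH 7.2, 100 mM KCl, 10 mM MgCl2, 0.05% BSA, 0.01% Tween-20; cpd pinned; ADP 130 uM final; 45 min RT; Kinase-Glo Plus 10 min; luminescence endpoint.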
Sm TGR inh = S. mansoni TGR enzyme inhibition; actives 3% (n = 360,000); Q962Y6; Potency, µM (doses to about 114 µM), for the others: at the highest dose activity change, negative = inhibition, hits mostly inhibitors; purified TGR, DTNB reduction, TNB absorbance 405 nm; AID 485364; note: potency is the fitted concentration of half-maximal effect; nearly all actives have a fitted effect of over 60% in size
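Kinetic colorimetric format: TGR-catalysed, NADPH-driven DTNB reduction monitored via TNB absorbance. Enzyme dispensed at 20 nM; compound exposure 15 min at room temperature before reaction start.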
LmPK inhibitor = LmPK (Leishmania mexicana) enzyme inhibition; AID 1721; purified LmPK, Kinase-Glo ATP luminescence, 1 h; actives 0.37% (n = 290,000); Q27686; Potency, µM (top dose mostly 57.5 µM), inactives show top-dose activity change, negative = inhibition, most hits filed as inhibitors; note: potency is the fitted concentration of half-maximal effect
Target sequence (Q27686 whole entry, looked up): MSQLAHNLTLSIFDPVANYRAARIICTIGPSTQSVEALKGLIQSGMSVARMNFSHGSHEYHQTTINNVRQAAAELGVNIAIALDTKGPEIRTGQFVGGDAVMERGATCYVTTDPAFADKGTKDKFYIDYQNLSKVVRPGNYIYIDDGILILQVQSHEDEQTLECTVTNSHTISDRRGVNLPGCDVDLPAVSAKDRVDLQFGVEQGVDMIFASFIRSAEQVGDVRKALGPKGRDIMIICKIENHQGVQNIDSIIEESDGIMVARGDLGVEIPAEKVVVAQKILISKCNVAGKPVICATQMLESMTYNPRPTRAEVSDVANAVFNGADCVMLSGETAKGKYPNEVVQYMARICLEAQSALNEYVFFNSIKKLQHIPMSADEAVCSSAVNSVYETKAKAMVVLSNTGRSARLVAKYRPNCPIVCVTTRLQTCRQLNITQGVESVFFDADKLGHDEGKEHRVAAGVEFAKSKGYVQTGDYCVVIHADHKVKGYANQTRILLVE
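0.1 nM LmPK, 0.5 mM PEP, 0.1 mM ADP; 50 mM imidazole pH 7.2, 7 mM MgCl2, 50 mM KCl; 1 h RT. Kinase-Glo luminescence readout, normalized to no-enzyme (full inhibition) and uninhibited wells.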
HCMV antiviral = blocks human cytomegalovirus replication. actives 4.5% (n = 410,000). activity change, negative = inhibition, % at 57.5 µM. HFF cells, HCMV-luciferase reporter, 72 h; hits give low values; in the data active = activity change below about -60%; inconclusive = no clear call, values can overlap the other calls; inactive = above about -39%
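Two compound doses tested in HFFs infected with HCMV-luciferase, MOI 1 PFU/cell, 72 h at 37C. Lysate luminescence read with OneGlo; data normalized against buffer-only and 10uM Salinomycin inhibitor controls.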
Numbers without * were called inactive; ? = inconclusive; . = no result given; & = joins results of further samples; ! = not confirmed by another sample; [ ] = another dose, or the depositor's remark. Unless noted, calls come from the whole dose curve; as a rule, active = well fitted curve in the direction sought with a large enough effect; inconclusive = small, poorly fitted or top-dose-only effect, or another doubt; inactive = no such curve, though single readings can be large; an effect the other way counts as inactive or inconclusive. Unless noted, % is set by controls: 0 for no effect and ±100 for the full control effect.

Molecule	AmpC detergent	AMA1-RON2 inh	AmpC inh no detg	TbPYK inhibitor	Sm TGR inh	LmPK inhibitor	HCMV antiviral
CC(C)(O)C1Cc2cc(/C=C/C(=O)O)c(O)cc2O1 (centres undefined)	3%	-3%	-16%	?	0.22µM*	28µM*	-17
OC12CC3C[C@H](C1)C(N1CCOCC1)[C@@H](C3)C2 (some centres undefined)	-14%	0%	-15%	1%	6%	-3%	28
O=C(Nc1ccc2c(c1)OCCO2)C1CCCN1C(=O)Nc1ccc(F)cc1 (centres undefined)	4%	-7%	-23%	-3%	-16%	-3%	-1
COc1cccc(C2C3=C(N=c4s/c(=C\c5ccccc5O)c(=O)n42)c2ccccc2CC3)c1OC (centres undefined)	-2%	.	-20%	.	3%	6%	.
O=C(CCS(=O)(=O)c1cccc2nsnc12)NCc1ccccc1Cl	-1%	9%	-19%	?	?	2%	26
COc1ccc(C(=O)C2CCCN(C(=O)c3cccnc3SC)C2)c(C)c1 (centres undefined)	-2%	-15%	65%[activator]	-4%	2%	2%	-24
CCn1c(=O)c2c(nc(SCC(=O)N3CCCC(C)C3)n2C)n(C)c1=O (centres undefined)	7%	11%	-4%	-5%	9%	-3%	48
COc1ccccc1CN1C(=O)[C@@H]2C(CCC(N)=O)NC3(C(=O)Nc4c3ccc(Cl)c4C)[C@@H]2C1=O (some centres undefined)	?	-4%	167%[activator]	2%	?	4%	29
O=C(CSc1ccc([N+](=O)[O-])cc1)NCC1CCCCC1	-6%	-10%	-6%	-2%	-12%	0%	-28
CCOc1ccc(/C=N/NC(N)=S)cc1	-9%	-10%[2.32 µM]	-13%	2%	1%	-1%	18
O=c1[nH]c(=O)n(-c2cccc3ccccc23)c(O)c1C=NCCCn1ccnc1	-12%	0%	-27%	-23%	?	6%	0
Cc1ccc(NC(=O)C(=S)NCc2ccco2)cc1	-6%	-6%	-11%	-6%	-4%	-1%	22
COc1ccc(/C=C/C(=O)c2ccc(OC)cc2OC)c(OC)c1	6%	2%	-13%	0%	8%	3%	-76*
CCC(C)(C(=O)NC1CCCCC1)N(Cc1ccco1)C(=O)CNC(=O)c1ccccc1 (centres undefined)	-14%	-12%	44%	5%	0%	-7%	1
O=C(O)c1cc(N/N=C/c2ccncc2)ccc1Cl	1%	-16%	-4%	-2%	-15%	-16%	-24
CCCc1cc(=O)[nH]c(SCC(=O)NC2(C#N)CCCCC2)n1	-1%	4%	-32%	0%	1%	.	48
COc1ccc(N2CCCn3c2nc2c3c(=O)n(Cc3ccc(C)cc3)c(=O)n2C)c(OC)c1	16%	7%	82%[activator]	-4%	7%	-1%	-13
COc1ccccc1NC(=O)NC1(C(=O)N2CCN(C)CC2)CCCCC1	2%	0%	-12%	-4%	8%	6%	22
C=C(C)c1cccc(C(C)(C)NC(=O)NCCN(CC)CC)c1	10%	0%	3%	1%	?	-6%	40
CC(C)N(C(=O)Nc1ccc2nsnc2c1)C(C)C	3%	-21%	-10%	-6%	.	-3%	-101*
COC1OC2COC(c3ccccc3)OC2C(O)C1NC(C)=O (centres undefined)	.	-3%	.	1%	.	.	9
O=C(CN(Cc1ccc(F)cc1)C(=O)c1ccco1)NCc1ccc(F)cc1	5%	?	-1%	1%	4%	5%	-10
O=C(COc1ccc(S(=O)(=O)N2CCCC2)cc1[N+](=O)[O-])N1CCCCC1	.	6%	.	2%	.	.	-8
CCOc1ccccc1-c1nnc(SCc2ccc(Cl)cc2)o1	22%	.	.	0%	8%	.	47
Cc1ccccc1C(=O)N1CCN(c2ccc([N+](=O)[O-])c(N3CCOCC3)c2)CC1	4%	1%	101%[activator]	-3%	5%	-1%	-11
CN(c1cccc(NC(=O)COc2ccc(Cl)cc2Cl)c1)S(C)(=O)=O	-7%	4%	18%	-4%	-4%	2%	-7
CC(Oc1ccccc1)C(=O)Nc1nnc(S(=O)(=O)N2CCCCC2)s1 (centres undefined)	-10%	4%	-37%	2%	6%	-1%	-6
O=C(N/N=C/c1ccc([N+](=O)[O-])o1)c1cn2ccc3ccccc3c2n1	8%	10%	-20%	0%	-5%	3%	-31
N#C/C(=C\c1c(F)cccc1Cl)C(=O)NC1CC1	7%	-2%	290%[activator]	-1%	-8%	-13%	-4
CCOC(=O)N1CCN(C(=O)/C=C/c2ccc([N+](=O)[O-])cc2)CC1	-6%	44%[activator]	-4%[2.29 µM]	-15%	4%	-5%	?
Cc1ccc(C)c(S(=O)(=O)Nc2ccc(C(=O)NCCCN3CCCC3=O)cc2)c1	-12%	-4%	6%	4%	0%	3%	?
NC(=O)c1ncn([C@@H]2O[C@H](CNCc3c(OCc4ccccc4F)ccc4ccccc34)[C@@H](O)[C@H]2O)n1	.	-1%	.	-5%	.	.	-2
CCOc1ccc(N(CC(=O)NCC(C)C)S(C)(=O)=O)cc1	1%	7%	-1%	34%	0%	-1%	12
COc1ccc(C(=O)Nc2cccnc2)cc1C(=O)Nc1cccnc1	-3%	3%	6%	-1%	-6%	-10%	.
COC(=O)C1=C(c2cccc(C#N)c2)C[C@@H]2CC[C@H]1N2C(=O)NCCNC(C)=O	-6%	-2%	-10%	4%	-15%	.	-11
Cc1cc(C)c(S(=O)(=O)Nc2ccc(O)cc2)c(C)c1	-14%	-6%	-30%	3%	7%[11.4 µM]	2%	4

Grouped by structure: those above containing a Cl atom
Molecule	AmpC detergent	AMA1-RON2 inh	AmpC inh no detg	TbPYK inhibitor	Sm TGR inh	LmPK inhibitor	HCMV antiviral
O=C(CCS(=O)(=O)c1cccc2nsnc12)NCc1ccccc1Cl	-1%	9%	-19%	?	?	2%	26
COc1ccccc1CN1C(=O)[C@@H]2C(CCC(N)=O)NC3(C(=O)Nc4c3ccc(Cl)c4C)[C@@H]2C1=O (some centres undefined)	?	-4%	167%[activator]	2%	?	4%	29
O=C(O)c1cc(N/N=C/c2ccncc2)ccc1Cl	1%	-16%	-4%	-2%	-15%	-16%	-24
CCOc1ccccc1-c1nnc(SCc2ccc(Cl)cc2)o1	22%	.	.	0%	8%	.	47
CN(c1cccc(NC(=O)COc2ccc(Cl)cc2Cl)c1)S(C)(=O)=O	-7%	4%	18%	-4%	-4%	2%	-7
N#C/C(=C\c1c(F)cccc1Cl)C(=O)NC1CC1	7%	-2%	290%[activator]	-1%	-8%	-13%	-4

The list continues:
structure | AmpC detergent | AMA1-RON2 inh | AmpC inh no detg | TbPYK inhibitor | Sm TGR inh | LmPK inhibitor | HCMV antiviral
COc1cccc(NC(=O)CSc2nc(C)c(Cc3ccccc3)c(=O)[nH]2)c1 | -5% | . | . | -5% | -3% | . | -38
COc1ccc(N2CCN(C(=O)COC(=O)CCOc3ccc(C(C)(C)C)cc3)CC2)cc1 | -3% | -13% | 6% | -2% | -2% | . | -26
Cc1csc(NC(=O)c2sc3nc(-c4cccs4)ccc3c2N)n1 | 2% | 60%[activator] | -11% | -3% | 0% | -7% | .
CCOc1cc(/C=C(\CC(=O)O)c2nc3ccccc3s2)ccc1OCC(=O)Nc1cccc(C(F)(F)F)c1 | . | 5%[11.6 µM] | . | 1% | . | . | 0
Cc1nc(-c2cn[nH]c2-c2ccc(O)cc2O)cs1 | -7% | 58%[activator] | -21% | 7% | -1% | -2% | -10
CC(NCc1cc(Br)ccc1OCC(=O)NCc1ccccc1)c1ccccc1 (centres undefined) | 1% | -1% | 33% | -1% | . | 0% | -76*
CCOc1ccc2nc(N3CCC(C(=O)N4CCN(C5CCCCC5)CC4)CC3)sc2c1 | ? | 7% | 31%[activator] | -13% | -14% | 4% | 17
CCC(C)NC(=O)c1ccc2c(c1)N=C(C)c1cc(C)ccc1S2 (centres undefined) | -4% | . | . | 9% | 2% | . | -72*
CN(C)C(CNC(=O)c1cccc(S(=O)(=O)Nc2ccccc2Cl)c1)c1ccccc1 (centres undefined) | . | 13% | . | -2% | . | . | -6
CN(C)c1ccc(/C=C2\C(=N)N3N=C(CC(=O)N4CCCC4)SC3=NC2=O)cc1Br | -6% | 24% | -13% | 7% | -4% | -3% | 24
O=C(CCC(=O)c1cccs1)NCc1cccc(C(F)(F)F)c1 | -5% | 10% | -17% | -1% | 1% | . | -27
Cc1cc(NC(=O)C2CCN(S(=O)(=O)c3c(C)noc3C)CC2)ccc1Br | -1%&10% | 4% | -12% | -7%&-1% | -8%&0% | -2% | -61*!
Cc1nn(-c2ccccc2)c(C)c1C(=O)OC/C(O)=C(\C#N)c1nc2ccccc2[nH]1 | -10% | 85%[activator] | -6% | 4% | 8%[11.4 µM] | 11% | 29
COc1cccc(N2CCN(S(=O)(=O)c3cn(C)cn3)CC2)c1 | -17% | 5% | 8% | 3% | -7% | 1% | -9
COc1ccccc1CNC(=O)C1CC(=O)N(C2CCCC2)C1 (centres undefined) | -5% | -1% | -5% | -10% | 6% | -4% | 9
CCc1cccc(C)c1NC(=O)c1ccccc1 | 6% | -5% | -22% | 1% | 9% | 7% | -25
Fc1ccc2c(c1)c1n[nH]c(=S)nc1n2CCc1ccccc1 | 2% | 86%[activator] | -25% | 2% | -4% | 0% | ?
